Cardiac RTF inh = cardiac RTF calcium desensitization; P19429+P45379; IANBD-labeled cardiac RTF, Ca2+ fluorescence; inhibition, % at 7.15 µM; 340,000 tested, 0.12% active;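 active = inhibition above the mean inhibition of all tested compounds plus 3 SD, cut at about 17% in these data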;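 note: assay run at fixed EC70 calcium of 1.6 mM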
DAGLB inh = diacylglycerol lipase beta (human) inhibition; HEK293T DAGLB membrane lysate, EnzChek fluorogenic substrate; inhibition, % at 5.17 µM; 340,000 tested, 0.059% active; AID 504411; in the data active = inhibition above about 34%;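 note: 0% = enzyme with vehicle and 100% = wells lacking enzyme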
NSD2 HMT inh = blocks human histone methyltransferase NSD2. O96028. NSD2 peptide methylation, AlphaScreen, 120 min. inhibition, % at 12.5 µM. 310,000 tested, 0.54% active. AID 743445; in the data active = inhibition above about 50%
Arrestin-AP2 inh = human beta-arrestin and AP2 interaction inhibition. FITC-arrestin peptide / GST-AP2 beads, flow cytometry; AP2 beta2 appendage carries R879A mutation. inhibition, % at 10 µM. 340,000 tested, 0.31% active. AID 504490;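 active = inhibition above a set limit, near 3 SD of compounds lacking own fluorescence, cut at about 54% in these data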;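 note: plate controls were DMSO wells for no effect and 5 µM unlabelled arrestin peptide for full effect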
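Material – GST-tagged AP2 beta2-adaptin appendage (R879A) on 4 µm glutathione beads · Probe or stimulus – fluorescein-tagged arrestin peptide at 50 nM final · Timing – 12 min plus 1 h, RT · Detection – bead flow cytometry, FITC channel · Read-out basis – inhibition as reduced fluorescein signal on beads, percent · Medium – PBS plus Tween 20 (0.05%) and BSA (0.1%)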
V-ATPase pH = yeast V-ATPase proton transport regulation by pHLuorin; response, % at 10 µM; S. cerevisiae, pHLuorin cytosolic pH fluorescence; 350,000 tested, 0.37% active; AID 504577; in the data active = response mostly above about 7.3%, no sharp cut-off; inactive = mostly below about 5.4%; note: actives read high; inactives centre near 0; some compounds called inactive have numbers as strong as hits; reference of the scale not given here
Pemphigus Ab inh = inhibitors of pemphigus antibody binding to human desmoglein-3; P32926; DSG3-coupled beads, scFv-anti-DSG3-GFP binding, flow cytometry; hits give low values; binding (percent of control), % at 10 µM; 310,000 tested, 0.48% active;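 active = binding more than 3 SD below its plate's average and above zero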;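 note: hits lower antibody fragment binding to DSG3; some compounds called inactive have numbers as strong as hits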
LANA DNA inh = KSHV C-LANA DNA binding inhibition | inhibition, % at 9 µM | MBP-C-LANA/FAM-LBS DNA binding, fluorescence polarization | AID 504423 | 340,000 tested, 0.078% active;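 active = highest replicate inhibition at or above 60% at 9 µM, even if other replicates fall short; inactive = all replicates below 60% inhibition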;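 note: 0% = neutral control wells and 100% = 4 µM acridine orange control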
CAL PDZ FP-1 = inhibitors of human CAL PDZ peptide binding; Q9HD26; purified CAL PDZ, TMR-peptide fluorescence polarization, 1 h; inhibition, % at 24.9 µM; 300,000 tested, 0.92% active; AID 602252;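 active = mean inhibition of at least 30% with at least half of replicates also reaching 30%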;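 note: 0% = DMSO neutral control and 100% = excess unlabeled competitor peptide PRC23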
CAL PDZ FP-2 = human CAL PDZ-peptide interaction inhibition; Q9HD26; purified CAL PDZ, TMR-peptide fluorescence polarization, 1 h; inhibition, % at 20 µM; 330,000 tested, 0.02% active; AID 504414;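 active = highest replicate inhibition of at least 40%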;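 note: plate controls were DMSO neutral control wells for no effect and unlabeled competitor peptide control wells for full effect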
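material = purified tagged CAL PDZ domain construct (CerCALP) | compound dosing = 20 µM, one dose | times = 1 h at RT | measured by = fluorescence polarization from S- and P-plane intensities, G-factor corrected | read-out = inhibition from polarization loss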
Keap1-Nrf2 PPI = Keap1-Nrf2 (human) interaction inhibition; 340,000 tested, 0.15% active; Keap1 Kelch-Nrf2 peptide fluorescence polarization, 1536-well; inhibition, % at 9.4 µM; Q14145; in the data active = inhibition above about 12%;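 note: human Keap1 Kelch domain with fluorescein labeled Nrf2 9mer peptide probe; 0% = neutral control wells and 100% = peptide positive control; higher means more block of Keap1 binding to Nrf2 peptide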
Target sequence (Q14145 whole entry, looked up, the tested form may be a part): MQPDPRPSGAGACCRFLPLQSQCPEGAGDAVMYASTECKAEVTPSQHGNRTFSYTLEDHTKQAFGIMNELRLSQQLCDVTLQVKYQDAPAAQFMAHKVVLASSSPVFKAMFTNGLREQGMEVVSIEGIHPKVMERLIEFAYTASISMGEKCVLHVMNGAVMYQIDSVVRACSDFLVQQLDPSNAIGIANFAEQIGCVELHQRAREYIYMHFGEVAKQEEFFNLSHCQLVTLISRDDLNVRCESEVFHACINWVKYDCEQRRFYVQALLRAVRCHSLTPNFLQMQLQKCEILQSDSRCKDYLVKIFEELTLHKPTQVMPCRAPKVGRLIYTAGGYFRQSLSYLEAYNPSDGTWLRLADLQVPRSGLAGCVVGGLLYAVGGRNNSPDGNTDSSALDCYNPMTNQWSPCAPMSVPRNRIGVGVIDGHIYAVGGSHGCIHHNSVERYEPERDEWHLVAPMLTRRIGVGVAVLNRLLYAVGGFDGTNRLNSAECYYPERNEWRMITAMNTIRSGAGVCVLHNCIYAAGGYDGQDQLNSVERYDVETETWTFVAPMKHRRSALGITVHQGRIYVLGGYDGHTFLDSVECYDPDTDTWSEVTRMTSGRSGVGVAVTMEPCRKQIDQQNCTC
An asterisk follows results filed as active; x = not tested or not shown.

Short forms – A = Cardiac RTF inh; B = DAGLB inh; C = NSD2 HMT inh; D = Arrestin-AP2 inh; E = V-ATPase pH; F = Pemphigus Ab inh; G = LANA DNA inh; H = CAL PDZ FP-1; I = CAL PDZ FP-2; J = Keap1-Nrf2 PPI
SMILES: Cn1c(=O)c2c(nc(NCCNC(=O)c3ccco3)n2Cc2ccc(Cl)cc2Cl)n(C)c1=O
  A = -2	B = 0	C = 1	D = 30	E = -6	F = 105	G = -0.3	H = -1	I = -1.3	J = -2

SMILES: CN=C1SC(CC(=O)Nc2ccc(F)cc2F)C(=O)N1/N=C(\C)c1cccc(OCC(=O)O)c1 (stereo not given)
  A = 0	B = 0	C = 5	D = 7	E = -2	F = 100	G = 1.5	H = -4	I = -0.2	J = -1

SMILES: Cc1noc(C)c1CN(C(=S)NC1CC1)c1ccccc1
  A = -6	B = 0	C = -2	D = 4	E = 4	F = 108	G = -1.0	H = -2	I = -0.2	J = -3

SMILES: CCOc1ccc(NC(=O)C(=O)NCC2CCCN2CC)cc1 (stereo not given)
  A = -14	B = -1	C = 0	D = 29	E = 0	F = 80	G = -0.7	H = -2	I = -1.6	J = 1

SMILES: CCc1ccc(OCC(=O)NNC(=O)c2cc(S(=O)(=O)N(C)C)ccc2N2CCCC2)cc1
  A = 2	B = 1	C = 6	D = 20	E = 3	F = 98	G = -0.1	H = 1	I = -1.9	J = -1

SMILES: CCCC(=O)Nc1ccc2c(c1)COC2=O
  A = -3	B = -2	C = -5	D = 9	E = -3	F = 115	G = 0.6	H = -1	I = 0.1	J = 1

SMILES: COc1ccc(C(=O)C2CCCN(C(=O)c3noc4c3CCCC4)C2)c(C)c1 (stereo not given)
  A = 12	B = -10	C = -4	D = 5	E = 1	F = 106	G = 1.1	H = -3	I = -0.1	J = 2

SMILES: COc1ccc(Cn2nnc3ccccc32)cc1
  A = -21	B = -2	C = x	D = 9	E = -8	F = 101	G = -1.7	H = -39	I = -0.8	J = -2

SMILES: CC(C)COC(=O)c1cc(=O)[nH]c2ccccc12
  A = -4	B = 4	C = 2	D = 0	E = -1	F = 104	G = -0.1	H = 0	I = -0.4	J = -3

SMILES: CCCCCCc1c(C)nc(-n2[nH]c(C)c(CCO)c2=O)[nH]c1=O
  A = 7	B = 5	C = -2	D = 3	E = -5	F = 98	G = -0.7	H = -1	I = x	J = -1

SMILES: CCC(Oc1ccccc1)C(=O)NCCOC (stereo not given)
  A = 10	B = 2	C = -10	D = -2	E = -5	F = 105	G = -1.6	H = -3	I = -2.2	J = 3

SMILES: CCc1nn(CC(=O)O)c(=O)c2ccccc12
  A = -7	B = -3	C = x	D = 0	E = -2	F = 86	G = -1.0	H = -2	I = -2.8	J = -5

SMILES: CCN(C(=O)CSc1nc2ccccc2n1CC)C1CCS(=O)(=O)C1 (stereo not given)
  A = -11	B = 0	C = 14	D = 10	E = 1	F = 99	G = 1.9	H = -5	I = -0.5	J = 1

SMILES: COc1ccc(NC(=S)N(Cc2ccc(C(=O)O)cc2)Cc2ccc(OC)c(OC)c2)cc1
  A = -12	B = -2	C = -1	D = -17	E = 0	F = 101	G = -1.7	H = x	I = -0.6	J = -1

SMILES: COc1ccc(CC(=O)N(C)CC(=O)Nc2ccccc2SC)cc1
  A = -13	B = 0	C = 34	D = -7	E = 7	F = x	G = 1.0	H = x	I = 0.4	J = -3

SMILES: COc1ccc(C(=O)c2c(N)sc3c2CCN(C(=O)OC(C)(C)C)C3)cc1
  A = x	B = x	C = 2	D = 11	E = 1	F = 102	G = x	H = x	I = x	J = x

SMILES: Cc1cc(C)cc(C(=O)NCC(=O)OCC(=O)N2c3ccccc3NC(=O)C2(C)C)c1
  A = -35	B = 0	C = -1	D = -1	E = -5	F = 96	G = -0.1	H = -2	I = -2.0	J = -2

SMILES: COC(=O)/C=C/c1cnc2ccccc2c1
  A = 3	B = 0	C = x	D = -11	E = -1	F = 99	G = 2.1	H = x	I = 0.1	J = -5

SMILES: O=C(NCc1cccnc1)c1cnc2sccn2c1=O
  A = -2	B = 0	C = x	D = 22	E = 2	F = 100	G = 0.0	H = x	I = -0.8	J = -3

SMILES: COc1ccc2c(c1OC)c(=O)n1c3ccc(OC(C)C(=O)NCCCN4CCOCC4)cc3c3ccnc2c31 (stereo not given)
  A = -5	B = -2	C = x	D = -4	E = 1	F = 98	G = -0.4	H = 3	I = 1.7	J = 3

SMILES: COC(=O)CNC(c1ccccc1Cl)c1cc(Br)ccc1NC(=O)CCN1CCOCC1 (stereo not given)
  A = -10	B = 1	C = -1	D = 5	E = 0	F = 101	G = -0.3	H = 1	I = -0.9	J = -6

SMILES: O=C(/C=C/NCc1ccc(F)cc1)c1ccccc1
  A = 0	B = -2	C = 0	D = -1	E = -2	F = x	G = -1.2	H = -4	I = -2.6	J = -3

SMILES: COc1ccc(C(=O)CSc2nnc(CNC(=O)c3ccco3)n2C)cc1
  A = -9	B = 1	C = 0	D = 6	E = -1	F = 112	G = -1.6	H = -4	I = 0.4	J = -1

SMILES: CCOc1ccc(NC(=O)CSc2nnc(COc3c(C)cccc3C)o2)cc1
  A = 5	B = -3	C = x	D = 4	E = -1	F = 99	G = -0.8	H = x	I = 0.3	J = -5

SMILES: C=C(Cl)COc1ccc2c(CCCC)cc(=O)oc2c1
  A = -10	B = -10	C = x	D = 25	E = 1	F = 95	G = 5.0	H = -1	I = -3.4	J = 2

SMILES: C/C(=N\NC(=O)c1cccs1)c1ccc(C(=O)O)s1
  A = -3	B = -1	C = 26	D = 13	E = -1	F = 101	G = 0.0	H = x	I = 0.7	J = 0

SMILES: CCN(CC)C(=O)c1cccc(NC(=O)c2ccccc2OCc2c(C)noc2C)c1
  A = -6	B = 0	C = 3	D = -8	E = 4	F = x	G = -0.4	H = -2	I = -0.7	J = -7

SMILES: O=C(NCc1ccccc1Cl)C1CC(=O)N(Cc2ccccc2)C1 (stereo not given)
  A = 5	B = -1	C = -6	D = -3	E = 0	F = 101	G = 3.5	H = 0	I = 35	J = -1

SMILES: CCc1c(O)nc2sc3ccccc3n2c1=O
  A = 2	B = 1	C = -1	D = -1	E = 1	F = x	G = 1.7	H = -2	I = -1.2	J = 4

SMILES: CN(C1=NS(=O)(=O)N=C(N(C)c2ccccc2)O1)c1ccccc1
  A = x	B = -2	C = 1	D = x	E = 0	F = 110	G = x	H = x	I = x	J = x

Ordered by value in Keap1-Nrf2 PPI (descending): 3 of the compounds above.
Compound,DAGLB inh,NSD2 HMT inh,Arrestin-AP2 inh,V-ATPase pH,Pemphigus Ab inh,LANA DNA inh,CAL PDZ FP-1,CAL PDZ FP-2,Keap1-Nrf2 PPI
COc1ccc2c(c1OC)c(=O)n1c3ccc(OC(C)C(=O)NCCCN4CCOCC4)cc3c3ccnc2c31 (stereo not given),-2,x,-4,1,98,-0.4,3,1.7,3
COc1ccc(NC(=S)N(Cc2ccc(C(=O)O)cc2)Cc2ccc(OC)c(OC)c2)cc1,-2,-1,-17,0,101,-1.7,x,-0.6,-1
Cc1noc(C)c1CN(C(=S)NC1CC1)c1ccccc1,0,-2,4,4,108,-1.0,-2,-0.2,-3

Following part
Short forms – A = Cardiac RTF inh; B = DAGLB inh; C = NSD2 HMT inh; D = Arrestin-AP2 inh; E = V-ATPase pH; F = Pemphigus Ab inh; G = LANA DNA inh; H = CAL PDZ FP-1; I = CAL PDZ FP-2; J = Keap1-Nrf2 PPI
SMILES: Cc1cccc(NC(=S)N2CCCC(c3nc4ccccc4[nH]3)C2)c1 (stereo not given)
  A = -1	B = 1	C = -1	D = -5	E = -1	F = 98	G = -0.6	H = 5	I = -2.4	J = -4

SMILES: C/C(=N\NC(=O)c1nnn(-c2nonc2N)c1CN(C)C)c1ccco1
  A = -10	B = 0	C = 11	D = 6	E = -2	F = 117	G = 1.0	H = -5	I = -1.2	J = 0

SMILES: Cc1ccc(CNC(=O)CSc2nnnn2C)cc1
  A = 2	B = 1	C = 2	D = 1	E = -2	F = 97	G = -0.8	H = -2	I = 0.0	J = -7

SMILES: O=C(Cc1ccc(-n2c(=S)[nH]c3ccccc3c2=O)cc1)N1CCC(N2CCCCC2)CC1
  A = -3	B = -1	C = 18	D = 8	E = 5	F = 116	G = -1.4	H = x	I = -1.8	J = -86

SMILES: COc1ccc(NC(=O)CCNS(=O)(=O)c2ccc3c(c2)c(=O)n(C)c(=O)n3C)c(OC)c1
  A = 9	B = -3	C = 0	D = -9	E = -3	F = x	G = 0.6	H = -2	I = -0.2	J = -2

SMILES: CC(C#N)Sc1ncnc2sc3c(c12)CCC3 (stereo not given)
  A = -1	B = -9	C = x	D = -1	E = -4	F = 94	G = 1.1	H = -2	I = -3.7	J = 3

SMILES: COc1ccc2c(c1)[n+](=O)c(C(C)=O)c(C)n2[O-]
  A = 2	B = -2	C = -1	D = -1	E = -1	F = 96	G = -0.1	H = 1	I = -2.3	J = 0

SMILES: Cc1oc2c(O)c(O)ccc2c(=O)c1-c1ccccc1
  A = -3	B = 4	C = x	D = 5	E = 5	F = 102	G = 1.5	H = -7	I = -0.6	J = -3

SMILES: C[C@@H]([C@H](O)c1ccccc1)N(C)C(=S)Nc1ccccc1
  A = -3	B = -4	C = 1	D = 25	E = -1	F = 103	G = 0.8	H = -1	I = -0.4	J = -1

SMILES: Cc1ccc(C(=O)CC(=O)c2ccc(C)cc2O)cc1
  A = -1	B = -12	C = -1	D = -7	E = 0	F = 95	G = 0.5	H = -2	I = -0.8	J = -4

SMILES: Cc1ccc(NS(=O)(=O)c2csc(C(N)=O)c2)c(C)c1
  A = -1	B = -1	C = -1	D = 0	E = -2	F = 88	G = 0.9	H = -2	I = -0.5	J = -3

SMILES: O=C(CCCCCN1C(=O)[C@@H]2Cc3ccccc3CN2C1=O)Nc1cccc(F)c1
  A = -5	B = -2	C = -2	D = -45	E = -1	F = 113	G = -0.1	H = -6	I = -2.5	J = 5

SMILES: Cc1ccc(-c2c[n+](CC(=O)Nc3ccc(C)cc3C)c3n2CCC3)cc1
  A = -9	B = -1	C = 4	D = -13	E = 1	F = 107	G = -2.3	H = -3	I = -0.4	J = -2

SMILES: O=C(CSc1ccccn1)N1CCN(c2cccc(Cl)c2)CC1
  A = -1	B = -3	C = 6	D = 9	E = 4	F = 82	G = 0.9	H = -2	I = -0.1	J = -3

SMILES: O=C(c1cc(Br)ccc1OC(F)F)N1CCN2CCCC2C1 (stereo not given)
  A = 7	B = 1	C = 0	D = -5	E = -1	F = x	G = 0.1	H = -2	I = -1.1	J = -5

A few values from the results shown:
Result for O=C(CSc1ccccn1)N1CCN(c2cccc(Cl)c2)CC1 in CAL PDZ FP-2: -0.1
Result for CCCC(=O)Nc1ccc2c(c1)COC2=O in DAGLB inh: -2
Result for O=C(/C=C/NCc1ccc(F)cc1)c1ccccc1 in Keap1-Nrf2 PPI: -3
Result for C/C(=N\NC(=O)c1cccs1)c1ccc(C(=O)O)s1 in V-ATPase pH: -1
Result for COc1ccc(C(=O)C2CCCN(C(=O)c3noc4c3CCCC4)C2)c(C)c1 (stereo not given) in V-ATPase pH: 1
Result for CCOc1ccc(NC(=O)CSc2nnc(COc3c(C)cccc3C)o2)cc1 in CAL PDZ FP-2: 0.3

Screening results (PubChem BioAssay)

An excerpt. The share of hits here may be higher or lower than overall.
